MsrA inhibitor: inhibits bovine methionine sulfoxide reductase A | purified bovine MsrA, absorbance read-out | inhibition, % at 15.5 µM | 360,000 tested, 0.75% active | AID 651718; in the data active = inhibition above about 4.5%;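 also: 0% = vehicle wells with enzyme and 100% = reference inhibitor wells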
SKN-1 block: blocks SKN-1 activity in C. elegans; C. elegans VP596 Pgst-4::GFP/RFP ratio, acrylamide-induced, 24 h; inhibition, % at 21.8 µM; 360,000 tested, 0.49% active;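 active = interference check ratio from 0.5 to 1.5 plus GFP to RFP signal ratio inhibition reaching or exceeding a fixed threshold, cut at about 30% in these data, passing the limit was not always enough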; also: some compounds called inactive have numbers as strong as hits
eLon inh: inhibitors of E. coli Lon protease; P0A9M0; purified E. coli Lon protease, fluorescence polarization; inhibition, % at 7.94 µM; 360,000 tested, 0.42% active; in the data active = inhibition above about 13%, passing the limit was not always enough;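 also: 0% = enzyme with probe and DMSO and 100% = no enzyme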
FAS TE block: inhibitors of human fatty acid synthase thioesterase domain | recombinant FAS-TE, OMFH fluorogenic substrate, fluorescence endpoint | inhibition, % at 15 µM | 360,000 tested, 0.67% active;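 active = compounds whose normalised, plate-corrected inhibition of enzyme fluorescence in the single-dose primary screen is 50% or more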;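 also: 0% = DMSO with enzyme and 100% = substrate without enzyme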
bovine MsrA act: activates bovine MsrA enzyme; 360,000 tested, 0.3% active; purified bovine MsrA, absorbance read-out; activation, % at 10.6 µM; in the data active = activation above about 7.5%;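 also: 0% = vehicle and 100% = reference activator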
MT1-MMP act inh: MT1-MMP (human) activation inhibition. P50281. HT1080 RFP-PRO-GFP cells, GFP/RFP ratio fluorescence, overnight; percent of plate control window, DMSO zero. GFP/RFP ratio change, % at 20 µM. 360,000 tested, 0.061% active;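 active = GFP/RFP ratio change of at least 30% with cell ATP level not reduced by more than half and red fluorescence within 50% of control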; also: strong numbers were not always called active
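Test system: HT1080 cells expressing an RFP-PRO-GFP fluorescent reporter construct / Compound dosing: single-point 20 µM compound, 1% DMSO / Schedule: cells overnight before dosing, compound overnight, 37 °C, 5% CO2 / Evaluation: GFP/RFP fluorescence ratio / Control set: DMSO and RFP-L50D-GFP cell wells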
CendR NRP1 mod: modulators of CendR peptide binding to human neuropilin-1; O14786; FAM-RPARPAR peptide binding to NRP-1, fluorescence polarization; inhibition, % at 25 µM; 360,000 tested, 0.85% active; AID 602438;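 active = inhibition or corrected inhibition above about 18%, plus a signal ratio from 0.5 to 1.5, limit read from the data, passing the limit was not always enough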; also: strong numbers were not always called active
PABP1 MLLE inh: inhibitors of microRNA-mediated deadenylation, human PABP1 MLLE binding; P11940; GST-MLLE / FITC-PAM2 fluorescence polarization; inhibition, % at 20 µM; 360,000 tested, 0.36% active; AID 588489; in the data active = inhibition above about 35%, passing the limit was not always enough;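 also: plate controls were DMSO wells with GST-MLLE for no effect and wells lacking GST-MLLE protein for full effect; some results filed as inactive read as strong as hits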
TbMetRS inhib: blocks T. brucei methionyl-tRNA synthetase activity | AID 624268 | purified T. brucei MetRS, ATP depletion, Kinase-Glo luminescence | 360,000 tested, 0.4% active | inhibition, % at 11.9 µM;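 active = inhibition above a per-plate cutoff of the control wells' mean inhibition plus 3 SD, cut at about 5.5% in these data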;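 also: 0% = DMSO wells median and 100% = median of wells with control inhibitor compound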
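Test system: purified T. brucei MetRS enzyme. Also added: ATP, methionine and E. coli bulk tRNA substrates. Compound: 11.9 µM single point. Schedule: 15 min enzyme-compound preincubation, 2 h reaction, 10 min detection, 25 °C. Signal: luciferase luminescence of residual ATP, Kinase-Glo. Evaluation: percent inhibition versus plate control medians. Controls: DMSO wells, low control.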
An asterisk follows results filed as active; . = no result given.

[1] CCOc1ccc2oc(C(=O)OC(C(=O)NC(N)=O)C(C)C)c(C)c2c1 (stereo not drawn)
[2] Cc1ccc(C)c(NC(=O)CN2C(=O)c3ccccc3C2=O)c1
[3] COc1cc2c(cc1OC)CN(CCC(=O)c1ccc(Br)cc1)CC2
[4] CCOC(=O)c1sc(NC(C)=O)cc1C
[5] CCCC(=O)N1CCCC1(C)C(=O)NCc1ccc(F)cc1Cl (stereo not drawn)
[6] Cc1cc(C)cc(NS(=O)(=O)c2ccc3oc(=O)ccc3c2)c1
[7] COc1ccc(NC(=O)Nc2ccncc2)c(OC)c1
[8] C/C(=N\NC(=O)c1ccccc1O)c1ccc(NC(=O)c2ccccc2)cc1
[9] COc1cccc(/C=N/NC(=O)c2cccs2)c1
[10] O=C(C[C@H]1CC[C@@H](NS(=O)(=O)c2ccccc2)[C@@H](CO)O1)NCc1ccc(Cl)c(Cl)c1
assay / compound | 1 | 2 | 3 | 4 | 5 | 6 | 7 | 8 | 9 | 10
MsrA inhibitor | -1.6 | 1.5 | -0.3 | 1.0 | -0.5 | 0.5 | 0.8 | 2.4 | 0.5 | -0.2
SKN-1 block | -9.6 | -18.2 | -14.4 | 6.2 | 12.6 | -5.1 | -2.0 | -5.5 | 14.5 | -14.7
eLon inh | -10.6 | 0.5 | -10.0 | -2.4 | -4.3 | -7.9 | -8.8 | -8.8 | -0.7 | .
FAS TE block | -5.2 | -4.9 | 2.3 | 3.6 | -6.5 | -2.2 | -2.8 | -3.5 | -2.7 | .
bovine MsrA act | -13.4 | -8.1 | -2.8 | 1.2 | 1.2 | -4.2 | -3.2 | -3.3 | -2.8 | .
MT1-MMP act inh | -13.3 | 2.2 | 1.8 | 6.0 | -1.7 | 2.4 | 6.1 | 3.1 | -0.2 | 2.8
CendR NRP1 mod | 0.6 | -1.5 | -6.4 | -10.7 | 2.6 | 2.7 | 5.3 | 17.8 | 11.8 | 18.4
PABP1 MLLE inh | -9.5 | 4.2 | 29.2 | 3.8 | 4.8 | -7.0 | -7.3 | -4.1 | 8.0 | .
TbMetRS inhib | -1.2 | -0.8 | 1.5 | -0.4 | -0.3 | -0.2 | 0.0 | -0.1 | -0.1 | -0.1

[11] COC(=O)c1cccc2c1NC(=O)C2=O
[12] Fc1cnc(N2CCOCC2)nc1N1CCc2ccccc21
[13] COc1ccc(Cn2nnnc2CN2CCC(O)(c3ccccc3F)CC2)cc1
[14] O=C(CSc1ccccc1)N1CCc2ccccc21
[15] CC(C)c1nnc(NC(=O)CCC2CCCCC2)s1
[16] COC(=O)c1c(C)oc(C)c1S(=O)(=O)N(Cc1ccccc1)C(C)C
[17] CN(CCc1ccccc1)C(=O)c1cccc(NC(=O)Cc2ccc([N+](=O)[O-])cc2)c1
[18] O=C(c1ccco1)N1CCN(Cc2cc(=O)c(OCc3ccccc3Cl)co2)CC1
[19] O=C(NCC(c1ccco1)N1CCc2ccccc2C1)c1ccccc1 (stereo not drawn)
[20] Cc1[nH]c2ccc(C(=O)NCC(C)(C)N3CCOCC3)cc2c1C
assay / compound | 11 | 12 | 13 | 14 | 15 | 16 | 17 | 18 | 19 | 20
MsrA inhibitor | -1.5 | 8.0* | -0.6 | 1.2 | 0.2 | -1.1 | -1.0 | -0.5 | -1.2 | -0.7
SKN-1 block | 22.0 | 10.4 | 2.9 | 13.1 | 1.0 | -0.2 | -5.8 | 10.8 | 7.6 | 4.9
eLon inh | 4.9 | 3.1 | 2.4 | -7.0 | 5.3 | 1.3 | 2.6 | -2.1 | 3.4 | -3.1
FAS TE block | -10.0 | 2.8 | 1.5 | -0.3 | -2.1 | 12.2 | 18.9 | -5.2 | 3.3 | -2.9
bovine MsrA act | -5.8 | -1.0 | -0.2 | -3.3 | -2.0 | -1.7 | -3.1 | -4.2 | -2.8 | -3.5
MT1-MMP act inh | 0.1 | -5.1 | -2.2 | -1.8 | -0.3 | 1.4 | 2.4 | 2.2 | 4.6 | 3.8
CendR NRP1 mod | 4.9 | 11.0 | -18.3 | -2.1 | 6.9 | 4.1 | 11.1 | -9.1 | -9.6 | 12.2
PABP1 MLLE inh | -5.1 | -4.7 | 10.4 | 0.1 | 4.6 | 11.5 | 1.9 | 3.4 | 3.3 | -7.9
TbMetRS inhib | -0.5 | -0.2 | -0.9 | -0.7 | -0.4 | -0.9 | 1.2 | -0.2 | -0.3 | -0.3

[21] Cc1nc(SCC(=O)c2cc3ccccc3oc2=O)c(C#N)c(-c2cccs2)c1C(=O)Nc1ccccc1
[22] O=S(=O)(Nc1ncccn1)c1ccc(NC(=S)Nc2ccc(Cl)cc2)cc1
[23] NC(=O)Cn1nc([N+](=O)[O-])nc1Oc1ccc(Br)cc1
[24] CCc1nnc(NC(=O)C(=O)NCCOC(=O)c2ccccc2Cl)s1
[25] COc1cc(C2C(C#N)=C(N)Oc3c2c(-c2ccccc2)nn3-c2ccccc2)cc(OC)c1OC (stereo not drawn)
[26] O=c1ncn(-c2ccccc2F)c2ncccc12
[27] CC(NC(=O)CNC(=O)c1ccco1)c1ccc(S(N)(=O)=O)cc1 (stereo not drawn)
[28] CN1OC[C@@H]2CN(C(=O)C(C)(C)C)[C@H](c3cccc(Br)c3)C[C@@H]21
[29] CCN(CC(=O)Nc1c(F)cccc1F)C(=O)CCCNC(=O)c1ccc(Cl)cc1
[30] COc1ccc(/C=C2/NC(=O)CNC2=O)cc1
assay / compound | 21 | 22 | 23 | 24 | 25 | 26 | 27 | 28 | 29 | 30
MsrA inhibitor | 0.4 | 0.5 | -0.8 | 0.6 | 0.0 | 0.9 | -0.7 | -0.6 | 1.2 | 2.4
SKN-1 block | 8.7 | 6.4 | 13.0 | 2.8 | 10.2 | -5.3 | -3.0 | 0.9 | 17.3 | -3.3
eLon inh | -1.0 | 6.0 | -7.9 | -9.2 | 8.0 | 4.7 | 4.1 | 1.3 | 0.2 | 8.4
FAS TE block | -2.2 | -2.9 | -2.9 | -6.0 | 10.3 | -8.0 | -7.6 | -7.9 | -8.5 | -5.0
bovine MsrA act | -3.0 | -7.9 | -0.4 | -0.4 | -4.5 | -4.8 | -7.3 | -0.3 | 0.1 | -3.5
MT1-MMP act inh | -4.3 | 2.7 | -0.1 | 2.2 | 4.4 | 6.7 | 0.5 | 1.9 | -4.6 | 1.4
CendR NRP1 mod | -23.0 | -4.5 | 16.5 | -4.1 | -8.2 | 4.1 | -3.2 | 6.8 | 13.0 | -5.2
PABP1 MLLE inh | -57.6 | 24.0 | -3.4 | -8.7 | 10.9 | -2.5 | -0.1 | -0.4 | 1.2 | -15.7
TbMetRS inhib | 0.0 | -0.3 | -0.1 | -0.6 | -0.6 | -0.3 | -1.3 | 0.1 | -0.3 | -0.9

[31] CN(C)C=NC(=O)c1cc(C(=O)c2ccc(Cl)cc2)c[nH]1
[32] O=C(CCn1nnc(-c2cccs2)n1)NC1CCCCC1
[33] CCOC(=O)C1(CC2CCCCO2)CCN(Cc2cc(F)ccc2-n2cccn2)CC1 (stereo not drawn)
[34] O=C(C1CCC1)N1CCN(S(=O)(=O)c2ccc(F)cc2)CC1
[35] CC1=C(C(=O)N2CCOCC2)C(c2ccccc2F)NC(=O)N1 (stereo not drawn)
[36] CCOC(=O)c1oc2c(CN3CCCCC3C)c(O)ccc2c(=O)c1-c1ccc(OC)c(OC)c1 (stereo not drawn)
[37] CCN(CC(=O)Nc1c(F)cccc1F)C(=O)CCCOc1ccccc1
[38] O=C1NC(=O)/C(=C\c2ccccc2OCc2ccccc2)S1
[39] COCCn1c(SCC(=O)Nc2cc(C(C)(C)C)nn2-c2ccccc2)nnc1-c1ccncc1
[40] C/C(CC(=O)Nc1cc(C)ccn1)=N\NC(=O)c1cccc(F)c1
assay / compound | 31 | 32 | 33 | 34 | 35 | 36 | 37 | 38 | 39 | 40
MsrA inhibitor | -1.5 | -0.9 | 0.1 | 0.0 | 0.3 | 2.4 | 2.1 | 2.6 | -0.8 | 1.3
SKN-1 block | 1.1 | -3.7 | 4.8 | -3.6 | 3.8 | -9.0 | 10.4 | 4.2 | -1.4 | -14.2
eLon inh | -0.8 | -9.1 | 6.7 | -7.8 | -2.4 | -3.7 | 15.9 | -3.3 | 12.6 | -6.6
FAS TE block | -1.1 | -4.6 | -0.6 | -1.9 | -4.4 | -8.1 | -4.2 | 2.4 | -8.4 | -5.6
bovine MsrA act | -2.0 | -2.9 | -1.5 | -2.1 | -2.2 | -10.2 | -6.7 | -2.3 | -7.1 | -14.5
MT1-MMP act inh | -4.0 | 0.3 | 1.6 | -5.2 | -1.9 | 5.3 | -0.4 | -2.0 | 1.8 | 0.7
CendR NRP1 mod | 9.5 | -0.7 | 6.8 | 9.2 | -1.2 | -6.1 | 5.3 | -5.3 | 0.0 | 12.7
PABP1 MLLE inh | -7.5 | 4.9 | 16.1 | -107.7 | 5.6 | 4.0 | 8.5 | 1.2 | 6.1 | 14.4
TbMetRS inhib | -0.3 | 0.1 | 0.2 | -0.1 | -0.5 | -0.7 | -0.4 | 0.8 | -0.9 | -1.3

5 structures already listed, arranged by length of the SMILES, low to high.
[4] CCOC(=O)c1sc(NC(C)=O)cc1C
[34] O=C(C1CCC1)N1CCN(S(=O)(=O)c2ccc(F)cc2)CC1
[6] Cc1cc(C)cc(NS(=O)(=O)c2ccc3oc(=O)ccc3c2)c1
[40] C/C(CC(=O)Nc1cc(C)ccn1)=N\NC(=O)c1cccc(F)c1
[21] Cc1nc(SCC(=O)c2cc3ccccc3oc2=O)c(C#N)c(-c2cccs2)c1C(=O)Nc1ccccc1
assay / compound | 4 | 34 | 6 | 40 | 21
MsrA inhibitor | 1.0 | 0.0 | 0.5 | 1.3 | 0.4
SKN-1 block | 6.2 | -3.6 | -5.1 | -14.2 | 8.7
eLon inh | -2.4 | -7.8 | -7.9 | -6.6 | -1.0
FAS TE block | 3.6 | -1.9 | -2.2 | -5.6 | -2.2
bovine MsrA act | 1.2 | -2.1 | -4.2 | -14.5 | -3.0
MT1-MMP act inh | 6.0 | -5.2 | 2.4 | 0.7 | -4.3
CendR NRP1 mod | -10.7 | 9.2 | 2.7 | 12.7 | -23.0
PABP1 MLLE inh | 3.8 | -107.7 | -7.0 | 14.4 | -57.6
TbMetRS inhib | -0.4 | -0.1 | -0.2 | -1.3 | 0.0

(next part)
[41] O=C(O)c1ccc(COc2c(F)c(F)cc(F)c2F)o1
[42] CCOC(=O)c1c(C)[nH]c(C(=O)OCC(=O)Nc2ccccc2)c1C
[43] COC(=O)c1sccc1NC(=O)Nc1ccccc1Cl
[44] O=C(CN1C(=O)/C(=C/c2ccccc2)SC1=S)NC1C=CS(=O)(=O)C1 (stereo not drawn)
assay / compound | 41 | 42 | 43 | 44
MsrA inhibitor | -0.3 | 0.0 | -0.7 | 1.1
SKN-1 block | 8.1 | -3.3 | 1.4 | -3.5
eLon inh | -3.6 | 5.3 | -3.1 | -7.3
FAS TE block | -6.9 | -3.5 | 4.3 | -3.6
bovine MsrA act | 0.6 | -8.8 | -3.7 | -2.3
MT1-MMP act inh | 3.1 | 5.5 | 2.3 | -2.2
CendR NRP1 mod | 45.5* | -0.7 | 10.5 | 7.5
PABP1 MLLE inh | 2.1 | -1.8 | -23.1 | 24.6
TbMetRS inhib | 0.3 | -0.1 | 0.0 | 1.0
